M1 ag – agonists of human M1 muscarinic receptor. P11229. activation, % at 3 µM. CHO-K1 hM1, Fluo-8 calcium fluorescence, agonist mode; 0% DMSO, 100% acetylcholine EC100. 360,000 compounds, 0.33% hits;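 active means activation above the run's mean compound activation plus 3 SD, cut at about 16% in these data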;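 further: peak over basal fluorescence ratio within a 140 s kinetic read after compound addition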
Target sequence (P11229 whole entry, looked up): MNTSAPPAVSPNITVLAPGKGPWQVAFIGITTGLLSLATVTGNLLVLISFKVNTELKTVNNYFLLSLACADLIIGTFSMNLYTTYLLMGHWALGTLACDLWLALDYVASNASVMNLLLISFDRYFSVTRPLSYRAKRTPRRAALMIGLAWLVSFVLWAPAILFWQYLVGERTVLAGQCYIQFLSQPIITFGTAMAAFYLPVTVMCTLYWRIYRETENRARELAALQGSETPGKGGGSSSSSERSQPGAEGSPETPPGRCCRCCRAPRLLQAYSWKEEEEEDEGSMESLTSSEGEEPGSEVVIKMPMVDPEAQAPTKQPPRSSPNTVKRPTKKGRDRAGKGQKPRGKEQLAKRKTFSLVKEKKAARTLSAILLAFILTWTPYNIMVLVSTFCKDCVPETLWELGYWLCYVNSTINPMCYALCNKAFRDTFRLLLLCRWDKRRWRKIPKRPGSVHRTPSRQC
CHRM1 antagonist – blocks human M1 muscarinic receptor. P11229. 360,000 compounds, 1.3% hits. inhibition, % at 3 µM. CHO-K1 hM1, Fluo-8 calcium fluorescence, ACh EC80 antagonist;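 active means percent inhibition above its own plate's cutoff, namely the mean of that plate's compound wells plus 3 SD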;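 further: peak over basal fluorescence ratio during 140 s after agonist addition; 0% = ACh EC80 plus DMSO and 100% = DMSO alone without agonist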
CHO-K1 Ca ag – nonselective activator or artifact in parental CHO-K1 cells; AID 602248; 360,000 compounds, 0.48% hits; activation, % at 3 µM; Fluo-8 calcium fluorescence; scaled to maximal ATP response, vehicle zero; in the data active means activation above about 15%;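 further: untransfected CHO-K1 host cells lacking M1 receptor as counterscreen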
TAAR1 antag – antagonists of human TAAR1; Q96RJ0; CHO RD-HGA16 TAAR1, Fluo-8 calcium fluorescence, antagonist; inhibition, % at 3 µM; 360,000 compounds, 1.5% hits; AID 624466;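 active means inhibition above a per-plate cutoff, the mean inhibition of test compounds on that plate plus 3 SD, cut at about 49% in these data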;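 further: 0% = DMSO plus EC80 beta-PEA response and 100% = DMSO alone without agonist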
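Assay system: RD-HGA16 CHO cells with stable hTAAR1 and Gα16 / Reagent: EC80 β-phenethylamine stimulus / Doses: 3 µM, single point / Timing: dye loading 75 min at 37 °C, then 30 min room temperature / Measured by: Fluo-8 intracellular calcium dye fluorescence, real-time kinetic reads / Controls: vehicle wells and EC80 agonist wells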
CHO-K1 Ca antag – counter-screen for M1 antagonists: effect in parental CHO-K1 cells; inhibition, % at 3 µM; ATP-induced calcium, Fluo-8 fluorescence; 360,000 compounds, 0.6% hits;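 active means inhibition above a per-plate cutoff, the plate's mean sample inhibition plus 3 SD, cut at about 24% in these data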;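 further: 0% = DMSO plus EC80 ATP and 100% = DMSO alone without ATP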
OXTR potentiate – human OXTR potentiation. CHO-OTR cells, Fluo-8 calcium fluorescence, potentiator mode; 0% = oxytocin EC15, 100% = EC100. activation, % at 3 µM. 320,000 compounds, 0.061% hits;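 active means activation above that plate's cutoff, the mean activation of tested compounds plus 3 SD, cut at about 6.6% in these data, passing the limit was not always enough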;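 further: 100% uses oxytocin at 75 nM as the full agonist control; some results filed as inactive read as strong as hits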
Target sequence (P30559 whole entry, looked up): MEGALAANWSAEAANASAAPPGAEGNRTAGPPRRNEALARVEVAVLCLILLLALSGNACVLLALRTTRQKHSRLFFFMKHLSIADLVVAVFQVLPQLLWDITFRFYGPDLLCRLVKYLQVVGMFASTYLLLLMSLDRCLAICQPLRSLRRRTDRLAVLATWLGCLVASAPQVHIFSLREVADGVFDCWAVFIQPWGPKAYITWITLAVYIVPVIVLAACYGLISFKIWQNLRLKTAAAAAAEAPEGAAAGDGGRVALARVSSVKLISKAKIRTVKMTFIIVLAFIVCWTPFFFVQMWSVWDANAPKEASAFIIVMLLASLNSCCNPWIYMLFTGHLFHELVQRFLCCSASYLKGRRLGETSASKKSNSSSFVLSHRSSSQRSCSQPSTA
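Material: human OTR in CHO cells. Compound: 3.0 µM, one dose. Timing: compound 6 min at room temperature before oxytocin, 100 s read. Evaluation: % activation of max/min ratio relative to oxytocin controls. Replication: single well per compound, singlicate. Signal: Fluo-8 calcium dye fluorescence.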
CHO parental Ca – counter-screen for OX1R antagonists: effect in parental CHO cells | AID 463079 | inhibition, % at 5.6 µM | 330,000 compounds, 0.63% hits | parental CHO-K1, ATP-induced calcium, Fluo-8 fluorescence;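 active means inhibition above that plate's mean sample inhibition plus 3 SD, cut at about 26% in these data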;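 further: 0% = ATP-challenged DMSO wells and 100% = DMSO wells without ATP; some compounds past the cut are filed as inactive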
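Assay system – parental CHO cells · Reagent – ATP stimulus · Detection – intracellular calcium via Fluo-8 no-wash fluorescent dye · Evaluation – percent inhibition of ATP-evoked calcium rise, normalized to controls · Controls – ATP wells versus no-ATP DMSO wells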
M1 PAM parental – counter-screen for M1 PAMs: effect in parental CHO-K1 cells; activation, % at 3 µM; ATP EC20, Fluo-8 calcium fluorescence; 0% at ATP EC20, 100% at ATP max; 360,000 compounds, 0.02% hits;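 active means activation above the run cutoff, the mean activation of all test compounds plus 3 SD, cut at about 40% in these data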;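 further: peak over basal fluorescence ratio in a 140 s read after ATP addition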
TAAR1 ag – agonists of human TAAR1; activation, % at 3 µM; Q96RJ0; CHO RD-HGA16 TAAR1, Fluo-8 calcium fluorescence; vehicle wells 0%, saturating PEA agonist 100%; 360,000 compounds, 0.99% hits;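 active means activation above the mean activation of all test compounds in the run plus 3 SD, cut at about 38% in these data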
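Test system: RD-HGA16 (CHO) cells co-expressing Gα16 and hTAAR1 / Benchmarks: DMSO vehicle as 0%, PEA at EC100 as 100% / Repeats: no replicates (n 1) / Measure: % activation from peak over basal fluorescence ratio, DMSO-to-PEA scaled / Timing: 17-24 h plating, Fluo-8 75 min 37 °C, 30 min RT / Technique: kinetic Fluo-8 calcium fluorescence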
An asterisk follows results filed as active; . = no result given.

1) CCN(CC)c1ccc(-n2c(C)c(C(C)=O)c(C(C)=O)c2C)cc1
2) O=C(COC(=O)c1ccc(Br)o1)NC1CCCc2ccccc21 (stereo not given)
3) C=CCNC(=S)N(CC)c1cccc2ccccc12
4) COc1ccc(-c2csc(C3=C(O)CN(CCCN4CCCC4=O)C3=N)n2)cc1OC
5) O=C1CCCC(=O)N1c1ccc(N2CCN(c3ccccc3)CC2)c([N+](=O)[O-])c1
6) COc1ccc(C(=O)NC2CCCCCC2)cc1S(=O)(=O)Nc1ccc(Br)cc1

Compound	1	2	3	4	5	6
M1 ag	-2	-5	-12	0	3	-3
CHRM1 antagonist	-4	-1	-7	-5	0	-10
CHO-K1 Ca ag	5.3	-0.3	0.7	1.1	1.0	0.7
TAAR1 antag	5	2	-8	-12	15	-4
CHO-K1 Ca antag	-2	-7	5	-14	3	-3
OXTR potentiate	-25	-4	-1	7	-4	-5
CHO parental Ca	-16	-11	-14	-2	-11	-15
M1 PAM parental	18	-7	8	-11	11	10
TAAR1 ag	16	2	3	7	4	2

7) COc1ccccc1NC(=O)COc1ccc2c(c1)OCO2
8) Cc1ccc(NS(=O)(=O)c2ccc3c(c2)NC(=O)CO3)cc1
9) CCN(CC)C(=O)c1[nH]cnc1C(=O)NCC(=O)OC(C)(C)C
10) O=C(COC(=O)c1ccc(Cl)c(S(=O)(=O)N2CCCC2)c1)NCc1ccccc1
11) CS(=O)(=O)c1ccc2nc(NC(=O)CCNC(=O)c3ccc(Cl)cc3)sc2c1
12) O=S1(=O)CC(N2CCN(CC3CC3)CC2)CN1CCc1ccccc1 (stereo not given)

Compound	7	8	9	10	11	12
M1 ag	-3	2	0	-3	-4	-11
CHRM1 antagonist	-5	5	-17	-10	-11	4
CHO-K1 Ca ag	0.8	2.8	0.1	-0.3	0.7	0.4
TAAR1 antag	-1	0	6	9	-7	-12
CHO-K1 Ca antag	-14	-1	-16	-5	-11	-1
OXTR potentiate	-5	-8	-1	-2	.	.
CHO parental Ca	3	5	-14	-18	.	.
M1 PAM parental	5	-5	6	-3	12	2
TAAR1 ag	2	8	16	0	3	1

13) CCN1CCN(c2ccc(NC(=O)c3ccc(Cl)c(N4CCCC4=O)c3)cc2)CC1
14) N#C/C(=C(/O)c1ccc(-c2cccc([N+](=O)[O-])c2)o1)c1nc2ccccc2s1
15) Cc1ccc(C23CC4CC(CC(NC(=O)NC(C)(C)CO)(C4)C2)C3)cc1
16) O=C1NCCN(Cc2ccoc2)C1CC(=O)N(CCO)Cc1ccccc1 (stereo not given)
17) CC(C)(C)c1ccc(-c2nc(C=O)c3ccccn23)cc1
18) CCCN(CCC)CCCNC(=O)c1ccc2c(c1)N(CC)C(=O)c1ccccc1S2=O (stereo not given)

Compound	13	14	15	16	17	18
M1 ag	-13	2	-7	-7	-6	-6
CHRM1 antagonist	23*	-3	-13	-6	4	44*
CHO-K1 Ca ag	0.1	3.7	-0.1	0.2	1.0	-0.2
TAAR1 antag	-14	6	-13	7	16	7
CHO-K1 Ca antag	-3	-3	6	-9	-17	6
OXTR potentiate	-3	.	3	-2	2	-3
CHO parental Ca	3	.	-11	1	-16	-13
M1 PAM parental	1	11	9	13	16	12
TAAR1 ag	-3	12	13	3	19	8

19) Nc1n[nH]c(-c2ccc([N+](=O)[O-])cc2[N+](=O)[O-])n1
20) O=C(Cc1ccc(-c2ccccc2)cc1)Nc1ncccc1O
21) Cc1cc(C)c2ccc(N)nc2c1O
22) C/C(=N\NC(=O)c1nc2ccccn2c1C)c1cc2ccccc2o1
23) Cc1ccc(OCc2nc(C#N)c(N3CCN(Cc4ccccc4)CC3)o2)cc1
24) CCC1(C)NC(=O)N(CC(=O)N2CCN(c3cccc(Cl)c3)CC2)C1=O (stereo not given)

Compound	19	20	21	22	23	24
M1 ag	0	1	-2	-4	-6	-3
CHRM1 antagonist	-4	-9	8	-2	-8	-7
CHO-K1 Ca ag	-0.2	0.4	0.7	1.0	1.6	3.0
TAAR1 antag	-7	-19	15	19	18	-18
CHO-K1 Ca antag	11	0	-4	-19	-14	-12
OXTR potentiate	-3	-7	-12	-6	-12	-4
CHO parental Ca	1	4	-14	-12	-12	-13
M1 PAM parental	-17	-15	16	34	21	13
TAAR1 ag	2	-1	6	6	3	3

Some of the entries so far, with two lines to a compound:
Order of values: M1 ag	CHRM1 antagonist	CHO-K1 Ca ag	TAAR1 antag	CHO-K1 Ca antag	OXTR potentiate	CHO parental Ca	M1 PAM parental	TAAR1 ag
20	O=C(Cc1ccc(-c2ccccc2)cc1)Nc1ncccc1O
  1	-9	0.4	-19	0	-7	4	-15	-1
21	Cc1cc(C)c2ccc(N)nc2c1O
  -2	8	0.7	15	-4	-12	-14	16	6
22	C/C(=N\NC(=O)c1nc2ccccn2c1C)c1cc2ccccc2o1
  -4	-2	1.0	19	-19	-6	-12	34	6
23	Cc1ccc(OCc2nc(C#N)c(N3CCN(Cc4ccccc4)CC3)o2)cc1
  -6	-8	1.6	18	-14	-12	-12	21	3
24	CCC1(C)NC(=O)N(CC(=O)N2CCN(c3cccc(Cl)c3)CC2)C1=O (stereo not given)
  -3	-7	3.0	-18	-12	-4	-13	13	3

(further entries)
25) CN(Cc1cccc(F)c1)C(=O)c1cccc(S(=O)(=O)N2CCN(Cc3ccccc3)CC2)c1
26) O=C(NCc1ccc(N2CCCC2=O)cc1)c1cn(Cc2ccccc2)nn1
27) CCc1nnc(N/N=C/c2c(F)cccc2Cl)n1N
28) O=S(=O)(Nc1ccc(N2CCOCC2)cc1)c1ccc(Cl)s1
29) COC(=O)c1c(-c2ccc(N(C)C)cc2)oc2c1C(OC)CCC2 (stereo not given)
30) CS(=O)(=O)ON=C1CCN(S(=O)(=O)c2ccccc2)CC1

Compound	25	26	27	28	29	30
M1 ag	0	-3	-2	-1	.	-5
CHRM1 antagonist	17	8	-22	5	.	3
CHO-K1 Ca ag	11	0.5	-0.1	0.8	0.2	0.3
TAAR1 antag	-11	-1	-14	19	-6	-2
CHO-K1 Ca antag	-11	2	6	-3	-1	-7
OXTR potentiate	-9	-8	-6	-10	.	-6
CHO parental Ca	-22	-13	-6	0	.	4
M1 PAM parental	7	15	2	9	3	10
TAAR1 ag	4	6	0	6	-2	5

31) CCOc1ccccc1C(=O)NCC(=O)OCC(=O)N1CCCC1
32) Oc1ccc(-c2nccc(-c3cccs3)n2)cc1
33) COc1ccc(NS(=O)(=O)c2cc(NC(=O)CCSc3ccccc3)ccc2OC)cc1
34) CC(C)CN(C(=O)CC(C)c1ccccc1)c1c(N)n(Cc2ccccc2)c(=O)[nH]c1=O (stereo not given)
35) Cc1ccc(NC(=O)CSc2nnc(-c3ccncc3)o2)cc1C
36) CC(C)CC(NC(=O)/C(=C\c1ccco1)NC(=O)c1ccco1)C(=O)O (stereo not given)

Compound	31	32	33	34	35	36
M1 ag	-1	-2	6	1	-6	-3
CHRM1 antagonist	-6	1	3	-14	4	-18
CHO-K1 Ca ag	0.0	0.1	7.7	-0.1	2.8	0.9
TAAR1 antag	-4	3	43	-10	13	-18
CHO-K1 Ca antag	-6	18	-3	-7	-11	-5
OXTR potentiate	1	-20	-10	-9	5	-2
CHO parental Ca	-5	2	-5	-20	-7	1
M1 PAM parental	-6	-4	16	9	17	21
TAAR1 ag	4	11	11	0	1	9

37) COc1ccc(CC(=O)Nc2ccc3nc(SC)sc3c2)cc1OC
38) C/C(CCc1ccco1)=N/NC(=O)CCC(=O)Nc1ccc(Br)cc1
39) N#CC(c1ccncc1)(c1ncc(C(F)(F)F)cc1Cl)N1CCOCC1 (stereo not given)
40) CCN1CCN(c2ccc(NC(=O)c3ccc4c(c3)OCO4)cc2)CC1
41) COC(=O)C1Cc2c([nH]c3ccccc23)C2CCC(=O)N12 (stereo not given)
42) CCOC(=O)C1=C(CC)OC(N)=C(C#N)C1c1ccsc1 (stereo not given)

Compound	37	38	39	40	41	42
M1 ag	-8	-9	-14	-7	-1	-2
CHRM1 antagonist	19	-14	4	0	-8	-6
CHO-K1 Ca ag	0.7	0.5	1.4	0.2	0.9	-0.3
TAAR1 antag	-11	-5	9	1	-26	-32
CHO-K1 Ca antag	-15	-10	-7	-7	-10	10
OXTR potentiate	-1	-1	-8	-2	.	-1
CHO parental Ca	-14	2	-8	3	.	-1
M1 PAM parental	13	24	11	17	17	1
TAAR1 ag	-1	11	2	2	1	3

43) Cc1ccc(NC(=O)c2ccc(=O)n(CC(=O)Nc3ccccc3)n2)cc1
44) CCCN1C2CCCC1CC(NC(=O)c1ccc(F)cc1)C2 (stereo not given)
45) COc1ccccc1-c1cc(C(=O)NCCCn2ccnc2)no1
46) CCc1nc(N2CCN(C(=O)c3ccco3)CC2)c(C#N)c2c1COC(C)(C)C2
47) O=CN1CCN(C(=O)c2ccc(-c3nc4ccccc4s3)s2)CC1
48) COc1cc(C(CC(=O)N2CCOCC2)c2c(OC)cc(OC)c3ccc(=O)oc23)cc(OC)c1OC (stereo not given)

Compound	43	44	45	46	47	48
M1 ag	1	-6	-8	7	-3	-3
CHRM1 antagonist	-1	9	-1	12	-6	-6
CHO-K1 Ca ag	3.5	0.6	-0.5	2.9	1.2	0.0
TAAR1 antag	-14	-5	9	-1	9	-6
CHO-K1 Ca antag	-13	-5	-8	-1	-12	-9
OXTR potentiate	-8	-1	0	-8	0	-4
CHO parental Ca	6	-16	-8	-18	-14	-5
M1 PAM parental	10	17	17	-19	6	17
TAAR1 ag	5	2	4	-1	1	15
